# Nrf2 ARE act – activates Nrf2 signaling; AREc32 ARE-luciferase reporter (MCF7-derived line), luminescence, 24 h; Potency, µM (series often up to 46.1 µM), for the others: at the highest dose activation, most hits filed as activators; hit rate 0.31% among 410,000; AID 624171; note: potency is the fitted concentration of half-maximal effect; % of control where 0% means no effect; nearly all actives have a fitted effect of over 65% in size
#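 Each well held 1000 AREc32 cells, which were incubated with compound for 24 hr at 37 deg C after overnight attachment, and ARE reporter activity was quantified by firefly luciferase luminescence.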
# TGFb SMAD3 inh – blocks TGF-b signaling | HepG2 CAGA-GFP TGF-b/SMAD3 reporter, GFP fluorescence, 18 h; TGF-beta stimulated, 500 pg/mL final | Potency, µM (highest dose often 46.1 µM), without a hit: at the top dose activity, negative = inhibition, usual class: inhibitors | hit rate 1.2% among 410,000 | AID 588855; note: potency is the fitted concentration of half-maximal effect; % is set by controls: 0 for no effect and ±100 for the full control effect; nearly all actives have a fitted effect of over 65% in size
#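 Using HEPG2 CAGA-GFP reporter cells at 1000 cells/well, we pinned test compounds, stimulated with recombinant TGF-beta (500 pg/mL final) and measured total well GFP after 18 h.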
# A549 viability – counter-screen for Nrf2 inhibitors: cytotoxicity in A549 cells. A549 ARE-Fluc cells, CellTiter-Fluor viability, 18-24 h. Potency, µM (highest dose often 46 µM), inactives show at the highest dose activity change, negative = cytotoxicity, usual class: inhibitors. hit rate 0.16% among 390,000. AID 504648; note: potency is the fitted concentration of half-maximal effect; % is set by controls: 0 for no effect and ±100 for the full control effect
#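 A549 ARE-Fluc cells in 5% FBS OPTI-MEM, 5000 cells/well, rested 2 h then exposed to compounds in concentration-response for 18-24 h at 37 °C. Viability by CellTiter-Fluor fluorescence (Ex 405/Em 525) after 30 min; luciferase luminescence (BugLite, 15 min, RT) read afterwards.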
# ATXN2 expr inh – inhibitors of ATXN2 expression; HEK-293 ATXN2-luciferase reporter, luminescence, 24 h; Potency, µM (highest dose often 57 µM), without a hit: at the highest dose activity change, negative = inhibition, actives largely listed as inhibitors; hit rate 0.72% among 360,000; AID 1745845; note: potency is the fitted concentration of half-maximal effect; % is set by controls: 0 for no effect and ±100 for the full control effect; nearly all actives have a fitted effect of over 55% in size
#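 ATXN2-luciferase reporter cells (luciferase flanked by upstream and downstream ATXN2 gene portions) were treated 24 h at 37 °C with compounds at up to 57 uM. SteadyGlo luminescence gave expression; GF-AFC fluorescence gave viability.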
# EPAC2 agonist – activates human EPAC2 exchange factor | Q8WZA2 | EPAC2 activation, biochemical qHTS; response scale: 100% = 6.5 mM cAMP response | Potency, µM (titrated, usually from 154 µM), inactives show at the top dose activation, actives largely listed as activators | hit rate 0.079% among 360,000; note: potency is the fitted concentration of half-maximal effect; nearly all actives have a fitted effect of over 50% in size
# Target sequence (Q8WZA2 whole entry, looked up): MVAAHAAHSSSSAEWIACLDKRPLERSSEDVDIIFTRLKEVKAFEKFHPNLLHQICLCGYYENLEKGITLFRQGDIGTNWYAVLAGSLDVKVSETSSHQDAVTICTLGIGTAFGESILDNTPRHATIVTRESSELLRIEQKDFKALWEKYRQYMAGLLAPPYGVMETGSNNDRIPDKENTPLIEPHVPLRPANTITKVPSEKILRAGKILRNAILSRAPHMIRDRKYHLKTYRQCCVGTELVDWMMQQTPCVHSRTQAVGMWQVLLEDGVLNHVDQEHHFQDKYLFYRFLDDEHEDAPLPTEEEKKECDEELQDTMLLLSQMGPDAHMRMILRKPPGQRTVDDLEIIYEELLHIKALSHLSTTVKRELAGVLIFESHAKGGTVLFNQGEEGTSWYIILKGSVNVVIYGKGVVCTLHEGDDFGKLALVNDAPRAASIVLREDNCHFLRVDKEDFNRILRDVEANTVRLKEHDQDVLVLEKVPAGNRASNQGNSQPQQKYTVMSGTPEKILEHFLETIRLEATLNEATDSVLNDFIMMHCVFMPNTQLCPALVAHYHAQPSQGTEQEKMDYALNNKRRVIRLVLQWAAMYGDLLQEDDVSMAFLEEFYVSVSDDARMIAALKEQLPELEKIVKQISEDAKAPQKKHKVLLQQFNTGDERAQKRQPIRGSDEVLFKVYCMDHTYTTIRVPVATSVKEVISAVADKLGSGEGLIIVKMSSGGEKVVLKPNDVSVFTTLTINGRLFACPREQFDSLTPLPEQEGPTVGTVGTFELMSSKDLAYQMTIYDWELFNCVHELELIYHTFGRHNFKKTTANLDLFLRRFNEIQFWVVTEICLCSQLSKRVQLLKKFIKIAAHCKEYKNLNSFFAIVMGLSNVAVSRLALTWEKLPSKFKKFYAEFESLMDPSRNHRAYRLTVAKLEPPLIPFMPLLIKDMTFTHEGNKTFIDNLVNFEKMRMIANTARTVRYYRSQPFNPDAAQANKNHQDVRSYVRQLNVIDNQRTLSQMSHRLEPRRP
#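 Compounds were titrated in qHTS against a Rap1B-BODIPY-GDP (250 nM) complex with EPAC2 (100 nM) and GDP (50 uM). BODIPY-GDP release tracked at 480/540 nm over 30 min at room temperature, normalized to 6.5 mM cAMP.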
# ATXN viability – viability counter-screen for ATXN expression inhibitors; S2 cells (HEK-293 line with an ATXN2-luciferase reporter) viability, CellTiter-Fluor protease fluorescence, 24 h; Potency, µM (top dose mostly 56.7 µM), usual class: cytotoxic; hit rate 0.49% among 400,000; AID 651635; note: potency is the fitted concentration of half-maximal effect; nearly all actives have a fitted effect of over 40% in size
# HepG2 viability – HepG2 cytotoxicity, counter-screen for TGF-b inhibitors. HepG2 CAGA-GFP viability, ATP luminescence, 18 h. Potency, µM (series often up to 46.1 µM), for inactives: at the highest dose activity change, negative = cytotoxicity, most hits filed as cytotoxic. hit rate 0.76% among 410,000; note: potency is the fitted concentration of half-maximal effect; some results filed as inactive show a strong effect at the top dose
#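 CellTiter-Glo luminescence gave cytotoxicity after 18 hours at 37 degrees C. The cells were HepG2 CAGA-GFP in 1% FBS DMEM, stimulated with 500 pg/mL TGF-beta after compound addition. %Activity was normalised to no-cell wells (complete cell-killing) and DMSO (no toxicity), and curves were fitted and classified.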
# Nrf2 inh – blocks Nrf2 signaling; A549 ARE-Fluc reporter, luciferase luminescence, 18-24 h; Potency, µM (titrated, usually from 46 µM), for the others: at the top dose activity change, negative = inhibition, most hits filed as inhibitors; hit rate 2.1% among 360,000; note: potency is the fitted concentration of half-maximal effect; % is set by controls: 0 for no effect and ±100 for the full control effect; nearly all actives have a fitted effect of over 60% in size
#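 In this cell-based qHTS, ARE-driven firefly luciferase in A549 cells reports Nrf2 activity; the luminescent signal after BugLite lysis is the measured value, with a prior CellTiter-Fluor read for cell health.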
# IL-2 act – IL-2 activation | activation, % (series mostly up to about 46 µM) | AID 652025 | IL-2 activation reporter assay, cell-based qHTS; stimulated with anti-CD3/CD4/CD28 beads; in transgenic mouse T cells | hit rate 0.065% among 360,000; in the data active = activation above about 50%; inconclusive = mostly about 30% to 49%; note: 0% is about no effect
#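 Screening format: compound pinned onto unstimulated transgenic mouse T cells, 60 min incubation, then anti-CD3/anti-CD4/anti-CD28 bead stimulation for 18 hours at 37 degrees C, followed by EGFP and DsRed detection.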
# Starred values were filed as active, the others as inactive; i = inactive; ? = inconclusive; . = not tested or not shown; & = joins results of further samples; [ ] = another dose, or the depositor's remark. Unless noted, calls come from the whole dose curve; as a rule, active = well fitted curve in the direction sought with a large enough effect; inconclusive = small, poorly fitted or top-dose-only effect, or another doubt; inactive = no such curve, though single readings can be large; an effect the other way counts as inactive or inconclusive. Rows were taken by chance; overall some 4.3% were active at least once.
# The line under a structure holds: Nrf2 ARE act	TGFb SMAD3 inh	A549 viability	ATXN2 expr inh	EPAC2 agonist	ATXN viability	HepG2 viability	Nrf2 inh	IL-2 act
> O=C(COC(=O)C12CC3CC(CC(O)(C3)C1)C2)NC12CC3CC(CC(C3)C1)C2
  0.2%	-0.4%	2.1%	-18.6%	1.5%	i	5.1%	?	0.6
> CCSc1nnc(NC(=O)C2(C)Cc3ccccc3C(=O)O2)s1 (stereo not given)
  -0.3%	16.2%	-1.5%	1.1%	0.3%	i	-1.8%	.	2.0
> Cc1ccc2cc(S(=O)(=O)NCCCC(=O)O)ccc2c1
  -0.4%	6.9%	1.7%	2.9%	15.1%	i	2.6%	3.1%	-0.7
> Cc1ccc(OCCC(=O)OCC(=O)NC2CCCC(C)C2C)cc1 (stereo not given)
  -0.1%	11.8%	1.6%	2.8%	-10.7%	i	3.9%	-0.8%	0.0
> Cc1ccc(N/N=C(\C#N)C(N)=S)c(C)c1
  0.9%	-13.0%	-14.3%	-10.3%	3.1%	?	2.7%	3.2%	-4.8
> COc1ccc(S(=O)(=O)NCC(c2ccco2)N2CCOCC2)cc1 (stereo not given)
  -0.1%&2.1%	-0.8%&-0.5%	-12.4%&-2.0%	8.2%	11.6%	i	-17.8%&-28.2%	7.1%	0.5
> Cc1ccccc1NC(=O)CSc1nc2ccc(NC(=O)c3ccccc3)cc2s1
  5.6%	?	-14.9%	-27.5%	.	?	-2.3%	-4.6%	.
> COc1ccc(C=NNc2ccc([N+](=O)[O-])cn2)cc1
  3.5%	5.7%	6.4%	-30.9%	-3.0%	i	9.6%	?	3.4
> CCCC(=O)N1CCCC1(C)C(=O)Nc1ccc(-n2cccc2)cc1 (stereo not given)
  0.0%	-6.5%	.	-8.3%	16.9%	i	-5.1%	.	0.0
> CCOC(=O)C1=C(COC(=O)CNS(=O)(=O)c2ccc(C)cc2)NC(=O)NC1C (stereo not given)
  -0.1%	25.2%	1.1%	4.3%	11.3%	i	-7.5%	-0.8%	1.0
> CC(C)NC(=O)Cn1c(SCC(=O)N2CCCCCC2)nc2ccccc21
  -0.7%	-22.1%	-4.1%	-10.8%	10.7%	i	3.3%	.	-2.5
> CCC(CO)Oc1cc(NC(=O)c2ccccc2F)c2ncn(C(C)C)c2c1 (stereo not given)
  3.9%	-5.9%	1.1%	-24.6%	3.9%	?	-17.6%	-19.5%	0.0
> CN1C[C@@H]2C(c3ccc(Cl)nc3)C3(c4ccc(C#N)cc4)CC2(C3)[C@H]1c1ccccc1 (stereo not given in full)
  4.2%	?	-2.6%	-22.8%	-3.2%	i	-20.2%	7.6%	0.9
> COc1cc(C(=O)N2CCN(C3=NS(=O)(=O)c4ccccc43)CC2)cc(OC)c1OC
  0.1%	-8.9%	.	.	0.2%	i	-2.1%	.	2.3
> O=C(NCC(c1ccco1)S(=O)(=O)c1cccs1)c1ccccc1 (stereo not given)
  5.8%	12.2%	11.6%	.	.	.	-3.7%	.	.
> O=C(c1ccc([N+](=O)[O-])s1)N1CCN(c2ccc(C(F)(F)F)cn2)CC1
  3.3%	?	0.8%	-31.0%	-11.5%	i	-34.7%	-25.1%	-2.8
> Clc1ccc(CCNc2ncnc3c2nnn3Cc2ccccc2)cc1
  -0.8%	-7.7%	-9.4%	-19.6%	-2.1%	i	-5.2%	-13.2%	-1.4
> O=C(OCCN1CCN(c2ncc(C(F)(F)F)cc2Cl)CC1)c1ccc(Cl)cc1
  2.1%	6.8%	-5.3%	-6.0%	6.3%	i	-22.0%	-16.3%	-0.1
> Cc1[nH]n(-c2nc(-c3ccc(Cl)cc3)cs2)c(=O)c1N=Nc1ccc(O)cc1
  2.6%	5.7%	14.6µM*	?	2.3%	.	2.0%	?	0.3
> CCOC(=O)c1nonc1NC(C)=O
  0.2%	39.4%	-6.0%	7.2%	0.9%	i	-0.8%	17.6%	0.7

# Record cards, as listed above. Values in the order: Nrf2 ARE act	TGFb SMAD3 inh	A549 viability	ATXN2 expr inh	EPAC2 agonist	ATXN viability	HepG2 viability	Nrf2 inh	IL-2 act
# Cc1[nH]n(-c2nc(-c3ccc(Cl)cc3)cs2)c(=O)c1N=Nc1ccc(O)cc1 in the list: 2.6%	5.7%	14.6µM*	?	2.3%	.	2.0%	?	0.3
# COc1ccc(C=NNc2ccc([N+](=O)[O-])cn2)cc1 in the list: 3.5%	5.7%	6.4%	-30.9%	-3.0%	i	9.6%	?	3.4

# Next entries follow.
# The line under a structure holds: Nrf2 ARE act	TGFb SMAD3 inh	A549 viability	ATXN2 expr inh	EPAC2 agonist	ATXN viability	HepG2 viability	Nrf2 inh	IL-2 act
> Cc1cc(C)n2nc(SCC(N)=O)nc2n1
  -0.1%	-9.9%	0.6%	-18.5%	-0.6%	i	3.7%	-4.3%	1.7
> CC(C)c1ccc(NC(=O)[C@H]2O[C@@H]3OC(C)(C)O[C@@H]3[C@H]3OC(C)(C)O[C@H]32)cc1
  5.8%	?	2.1%	31.8%	.	i	-9.0%	-0.9%	.
> O=C(/C=C/c1ccccc1)NCCS(=O)(=O)N1CCN(c2ccccc2F)CC1
  2.5%	-13.4%	3.7%	2.6%	-0.1%	i	-4.3%	-10.4%	-2.2
> CCc1ccc(S(=O)(=O)NCc2cccnc2)cc1
  -0.5%	-23.6%	-0.1%	-23.8%	8.5%	i	-39.4%	-7.7%	0.9
> COc1cccc(C(N)=O)c1
  0.6%	43.5%[activator]	-8.7%	3.7%	5.2%	i	28.9%	1.0%	-0.4
> O=C(Nc1ccc(Br)cc1Cl)NC1CC1
  -0.1%	?	1.8%	7.1%	-0.4%	i	-3.3%	-29.8%	-5.9
> CCOC(=O)C(=O)Nc1ccc(Oc2ccccc2)cc1
  -0.6%	?	4.1%	5.2%	4.1%	i	-45.6%	-1.7%	-0.4
> O=C(Nc1cc(Cl)ccc1N1CCOCC1)c1ccco1
  -0.3%	2.0%	2.4%	-4.8%	10.6%	i	-0.9%	?	-0.7
> CN(CC(=O)Nc1ccccc1Cl)C(=O)CN1C(=O)C2CC=CCC2C1=O (stereo not given)
  -1.0%	-4.0%	0.9%	-6.8%	2.3%	i	-6.0%	18.2%	-0.5
> COc1ccccc1Cn1c(=S)[nH]c2cc(C(=O)NCCN(C)C)ccc2c1=O
  1.7%	118.2%[activator]	0.1%	0.0%	2.0%	i	-15.5%	1.2%	-0.2
> COc1cc2c(cc1OC)C(C(=O)Nc1ccccn1)C(c1cccnc1)N(C)C2=O (stereo not given)
  0.2%	12.8%	3.1%	-8.7%	-2.6%	i	3.2%	-14.1%	-3.4
> CCOc1ccccc1-c1nn2c(Cc3ccccc3)nnc2s1
  3.2%	?	6.7%[1.84 µM]	-12.5%	-1.2%	i	12.6µM*	?	-0.1
> O=C(CCc1ccccc1)Nc1ccncc1
  0.4%	-28.6%	-7.1%	1.6%	9.2%	i	-10.3%	-1.6%	-2.5
> CCc1cccc(OCC(=O)Nc2ccc(S(=O)(=O)Nc3ccccn3)cc2)c1
  0.4%	1.5%	-2.9%	.	8.8%	i	-2.8%	-17.2%	-2.3
> COC(=O)c1ccc(OCCOc2ccc(C(=O)OC)cc2)cc1
  -0.1%	0.0%	-4.8%	4.2%	-1.9%	i	-48.0%	3.4%	1.1
> CCS(=O)(=O)N1Cc2ccccc2CC1C(=O)N(C)Cc1ccc(OC)cc1OC (stereo not given)
  -0.7%	-14.5%	1.4%	-3.3%	-1.5%	i	2.9%	-0.6%	-0.4
> COCc1c(C(=O)NCC(c2ccco2)N2CCCC2)oc2ccccc12 (stereo not given)
  6.6%	-9.2%	.	.	-3.1%	i	-70.5%	.	-2.3
> CCOc1ccccc1OCC(=O)Nc1cccc(S(=O)(=O)NC2=NCCCCC2)c1
  -0.5%	3.3%	-6.2%	-10.0%	-0.1%	i	-0.4%	6.4%	2.1
> CCOC(=O)C1=C(C)N(C)C(=O)NC1c1cccc2ccccc12 (stereo not given)
  -0.1%	-0.3%	-8.7%	-6.7%	-0.9%	?	-0.6%	?	-0.4
> CC1(C)C(=O)OC(/C=C\c2cccc([N+](=O)[O-])c2)C(C)(C)C1=O (stereo not given)
  ?	5.6%	0.1%	3.7%	4.3%	i	7.1%	-0.1%	0.1

# Results in Nrf2 ARE act (5 entries from above):
smiles	Nrf2 ARE act
O=C(CCc1ccccc1)Nc1ccncc1	0.4%
CCc1cccc(OCC(=O)Nc2ccc(S(=O)(=O)Nc3ccccn3)cc2)c1	0.4%
COC(=O)c1ccc(OCCOc2ccc(C(=O)OC)cc2)cc1	-0.1%
CCS(=O)(=O)N1Cc2ccccc2CC1C(=O)N(C)Cc1ccc(OC)cc1OC (stereo not given)	-0.7%
COCc1c(C(=O)NCC(c2ccco2)N2CCCC2)oc2ccccc12 (stereo not given)	6.6%

# The results go on.
# The line under a structure holds: Nrf2 ARE act	TGFb SMAD3 inh	A549 viability	ATXN2 expr inh	EPAC2 agonist	ATXN viability	HepG2 viability	Nrf2 inh	IL-2 act
> CSc1nnc(-c2ccc(F)cc2)o1
  0.5%	3.9%	1.3%	19.6%	5.4%	i	11.0%	1.9%	-0.5
> CCc1ccc(NC(=O)c2nnn(Cc3cccc(C(F)(F)F)c3)c2N)cc1
  0.1%	-9.4%	2.8%	-22.0%	.	i	2.7%	2.5%	.
> Cc1ccc(CN2C(=O)c3ccccc3Sc3ccc(C(=O)N4CCOCC4)cc32)cc1
  3.2%	?	-2.6%	.	.	.	-30.7%	.	.
> CC(C)(C#N)Nc1ccccc1
  -0.8%	2.6%	-2.1%	1.9%	9.0%	i	-17.6%	-3.1%	-1.9

# Compound activity deposited in PubChem BioAssay by National Center for Advancing Translational Sciences (NCATS).
